# TEAD-YAP inh: TEAD-YAP interaction inhibition. HEK-TIYL cells, TEAD-Gal4/YAP UAS-luciferase luminescence. inhibition, % at 9.12 µM. 640,000 compounds, 1.4% hits. AID 1259422; in the data active = inhibition above about 32%;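 note: 0% = median of test compound wells and 100% = reference inhibitor wells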
# FBW7 activator: human FBW7 E3 ligase activation, primary screen. AlphaScreen FBW7–phospho-cyclin E peptide binding, activator screen. normalized activity (activation), % at 26.1 µM. Q969H0. AID 1259310. 650,000 compounds, 0.13% hits; in the data active = normalized activity above about 1.9%;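 note: purified mutant Fbw7 with reduced substrate affinity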
# Target sequence (Q969H0 whole entry, looked up): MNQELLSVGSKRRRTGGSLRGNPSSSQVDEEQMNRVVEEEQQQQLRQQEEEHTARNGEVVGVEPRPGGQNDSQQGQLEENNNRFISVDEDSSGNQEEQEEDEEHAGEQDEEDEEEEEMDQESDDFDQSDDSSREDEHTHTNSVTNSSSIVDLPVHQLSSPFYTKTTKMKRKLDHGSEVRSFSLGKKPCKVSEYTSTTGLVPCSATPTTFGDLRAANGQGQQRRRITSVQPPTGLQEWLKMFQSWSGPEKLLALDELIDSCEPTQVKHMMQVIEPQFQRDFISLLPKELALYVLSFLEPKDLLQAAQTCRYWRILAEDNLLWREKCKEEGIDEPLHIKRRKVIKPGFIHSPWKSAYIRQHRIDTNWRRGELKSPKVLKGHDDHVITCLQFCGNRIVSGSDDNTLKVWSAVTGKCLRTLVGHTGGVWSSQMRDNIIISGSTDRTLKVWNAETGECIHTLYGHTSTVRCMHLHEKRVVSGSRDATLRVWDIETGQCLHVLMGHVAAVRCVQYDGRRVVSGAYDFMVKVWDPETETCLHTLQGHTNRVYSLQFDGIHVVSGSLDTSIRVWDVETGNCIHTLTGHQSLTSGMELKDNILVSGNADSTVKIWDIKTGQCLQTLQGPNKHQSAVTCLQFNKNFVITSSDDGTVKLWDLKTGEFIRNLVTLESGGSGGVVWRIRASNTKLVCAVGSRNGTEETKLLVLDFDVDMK
# MITF primary: inhibitors of human MITF | 650,000 compounds, 0.91% hits | inhibition, % at 2.6 µM | AID 1259374 | AlphaScreen MITF homodimerization, bead proximity signal; in the data active = inhibition above about 50%;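 note: 0% = vehicle wells with protein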
# GPR151 activ: activators of human GPR151. activation, % at 11.2 µM. AID 1508602. PathHunter beta-arrestin GPR151 cells, luminescence. 650,000 compounds, 1% hits; in the data active = activation above about 4.9%;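 note: 0% = median of compound wells and 100% = cells with positive control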
# Active calls of the source: *; & = joins results of further samples.
Compound,FBW7 activator,MITF primary,GPR151 activ,TEAD-YAP inh
COCCCNC(=O)c1ccc2nc(-c3ccccc3)c(-c3ccccc3)nc2c1,0.1,3,0.3,2
Cc1ccc(C(C2=C(O)CC(C)(C)CC2=O)C2C(=O)CC(C)(C)CC2=O)o1 (stereo not drawn),0.3,19,1.8,11
O=C1CCCN1CCn1cnc2c(NCc3cccc(C(F)(F)F)c3)nc(NCc3cccnc3)nc21,-0.1,-13,2.8,-13
O=C(Nc1ccc(F)cc1)c1cnc(N2CCOCC2)nc1,0.6,3,-0.5,-15
O=C1c2ccccc2C(O)N1Cc1ccco1 (stereo not drawn),-0.2,-2,0.2,-11
CCCCOC(=O)C1=C(C)NC(=S)NC1c1ccc(N(C)C)cc1 (stereo not drawn),-0.1,2,-1.1,-1
Cc1ccccc1NC(=O)Cn1ncc2c1-c1ccccc1OC2,0.0,10,0.4,8
Clc1ccc(-n2ncc3c(NCc4cccc(Cl)c4)ncnc32)cc1,-0.1,3,0.7,-3
Cc1ccc(Oc2cc(Oc3ccc(C)cc3)c3c(c2)Oc2ccc4ccccc4c2N=C3)cc1,0.1,7,-0.1,1
COc1cc2nc(Nc3ccnn3C)nc(Nc3ccc(NC(C)=O)cc3)c2cc1OC,0.1,9,-1.1,3
CCCOC(=O)CC1C(=O)NCCN1Cc1cccc(OC)c1OC (stereo not drawn),-0.8,-3,3.8,-1
O=C1CCCN1CCOc1ccc(-c2ccc3c(c2)OCO3)cn1,-0.3,-18,-1.3,-49
COc1ccc(NC(=O)Cn2ncn3c(cc4ccccc43)c2=O)cc1OC,-0.2,28,-0.9,-1
O=C(CSc1nccc(=O)[nH]1)Nc1ccc(F)c(Cl)c1,0.1,-19,-0.7,-1
O=C1c2sc3nnc(-c4ccccc4)c(=O)n3c2C(=O)N1c1ccccc1,1.1,8,0.3,-3
COc1ccccc1C(=O)NC(CCSC)C(=O)OC(C)C(N)=O (stereo not drawn),0.1,-7,2.6,2
COc1ccc(C(=O)CCNc2ccc(F)c(Cl)c2)cc1,-0.1,-14,1.1,-39
OCCOc1ccc(CN2CCc3nnc(CCc4ccccc4)n3CC2)cc1,-0.1,0,1.6,2
CCOc1ccc(C(=O)C(CCCCC(CN2CCOCC2)C(=O)c2ccc(OCC)cc2)CN2CCOCC2)cc1 (stereo not drawn),-0.2,9,-0.1,13
CCN(CC)S(=O)(=O)c1cc(C(=O)Oc2cccc(NC(=O)c3ccc([N+](=O)[O-])cc3)c2)ccc1C,-0.1,6,-0.6,36*
CCN(C(=O)CN1C(=O)CCc2ccccc21)c1ccccc1,-0.1,5,0.3,-5
Cc1cnc(Nc2ccc(N3CCOCC3)cc2)nc1NC1CC1,-0.2,16,-0.7,-9
C=CCOc1ccc(C2C(C(=O)OC)=C(C)NC3=C2C(=O)c2ccccc23)cc1OC (stereo not drawn),-0.1,8,-1.4,5
CC(=O)c1cc(CN2CCC(n3nccc3NC(=O)C3CC3)CC2)cs1,0.0,-12,-1.3,-3
CC(=O)N1CCN(c2ccc([N+](=O)[O-])cc2F)CC1,0.5,4,-1.0,9
COc1ccc(C(=O)/C=C/c2ccc(Br)o2)c(OC)c1,-0.1,12,-1.3,-38
COc1ccc(S(=O)(=O)N2CCOC2CNC(=O)C(=O)NCc2ccccc2)cc1 (stereo not drawn),0.1,12,1.5,8
O=C1c2ccccc2C(=O)N1CC1c2ccccc2CCN1S(=O)(=O)c1cccc2nsnc12 (stereo not drawn),-0.2,-3,1.1,-6
CC(=O)Nc1ccc(C(=O)OCC(=O)Nc2nc3c(F)c(F)c(F)cc3s2)cc1,0.5,10,-0.9,-6
O=[N+]([O-])c1ccc(C2SCCN2S(=O)(=O)c2ccc(Br)cc2)cc1 (stereo not drawn),-0.1,1,-0.5,4
Cc1ccc(S(=O)(=O)N(C(=O)NC(=O)Nc2cccc3ccccc23)C2CCCCC2)cc1,0.0,-3,-0.4,-4
CSc1ccccc1N1C(=O)CN(Cc2ccc(OCCO)cc2)CC1C (stereo not drawn),0.1,0,-0.7,9
O=C(Nc1ccc(Cl)cc1)N(Cc1ccc(F)cc1)C1CCS(=O)(=O)C1 (stereo not drawn),0.0,-7,-0.8,-2
O=C(Nc1ccccc1Br)c1ccccc1I,0.0,4,-1.5,-1
CC(=O)N1CCN(Cc2ccc3c(c2)CN(Cc2c[nH]c4ccccc24)CCO3)CC1,-0.2,7,2.8,8
CCn1c(C)nc2cc(C(=O)NNS(=O)(=O)c3c(F)cc(F)c(Cl)c3F)ccc21,0.4,-5,0.3,9
COc1ccc(/C=N/NC(=O)c2ccco2)cc1Br,0.1,20,0.8,-72
CC1CCCC(NC(=O)C2N(C3CCCC(C)C3C)C(=O)C3C(C(=O)Nc4ccc(Cl)cc4)C4C=CC32O4)C1C (stereo not drawn),0.1,3,0.0,-5
CCOc1ccc(NC(=O)C(=S)N2CCN(C)CC2)cc1,0.0,6,-0.5,6
O/N=C\c1ccc(OCc2ccccc2Cl)cc1,0.1,-3,0.4,-39

# Single records, from the list above. Order of screens: FBW7 activator, MITF primary, GPR151 activ, TEAD-YAP inh
# CCN(C(=O)CN1C(=O)CCc2ccccc21)c1ccccc1 is listed with -0.1, 5, 0.3, -5
# CCOc1ccc(NC(=O)C(=S)N2CCN(C)CC2)cc1 is listed with 0.0, 6, -0.5, 6
# CC(=O)Nc1ccc(C(=O)OCC(=O)Nc2nc3c(F)c(F)c(F)cc3s2)cc1 is listed with 0.5, 10, -0.9, -6

# The listing continues.
Compound,FBW7 activator,MITF primary,GPR151 activ,TEAD-YAP inh
O=C(CNC(=O)c1ccccc1)N/N=C/C=C/c1ccccc1,0.0,3,3.5,2
O=C(Nc1nccs1)C1CCCN(C(=O)c2cnn(-c3ccccc3)c2-n2cccc2)C1 (stereo not drawn),0.0,-8,2.0,4
Cc1nn2c3ccccc3n(CC(=O)c3ccccc3)c2nc1=O,-0.1,1,0.3,1
Cc1cc2c(cc3c(=O)n(CC(=O)NC4CCCC4)ncn32)s1,0.5,-5,-0.2,-4
NC(=O)CSc1nnc(NC(=O)COc2ccc(Cl)cc2)s1,-0.1,3,-0.5,-2
CCN(CC)C(=O)C1CCCN(c2ncc(C(=O)Nc3ccc(Oc4ccccc4)cc3)s2)C1 (stereo not drawn),0.1,-6,-0.4,18
O=C(O)CCCC(=O)N=C1SC2CS(=O)(=O)CC2N1c1ccc2c(c1)OCCO2 (stereo not drawn),-0.1,9,1.0,6
CCCCN(CC)CCCNC(=O)CCN1N=C(c2ccc(OC)cc2)CCC1=O,0.2,2,-0.3,2
CCOc1ccc(C(=O)Nc2cccc(-c3nc4ccc(C)cc4o3)c2)cc1Br,-0.2,-1,1.9,1
Cc1[nH]nc2c1C(c1c(F)cccc1F)C(C#N)=C(N)O2 (stereo not drawn),0.2,-1,0.2,-4
NC(=O)c1ccc(Cl)c(S(=O)(=O)N2CCCCC2)c1,0.0,5,1.0,6
O=C(c1cccnc1)N1CCN(c2nc(-c3ccccc3)cs2)CC1,0.0,-1,0.1,-11
COc1cc(/C=C(/C#N)c2ccc(F)cc2)ccc1OCC(N)=O,0.2,-1,-0.7,-22
Cc1ccc(N2CC(C(=O)Nc3ccc(I)cc3)CC2=O)cc1 (stereo not drawn),-0.1,-7,-0.5,10
NC(=O)c1ccc(NS(=O)(=O)c2ccc(Cl)cc2C(F)(F)F)cc1,0.1,10,0.7,-2
COc1ccc(C(=O)N2CCN(c3ccccn3)CC2)cc1OC,0.6,11,-0.4,-18
CCCCC(=O)NC1(C(F)(F)F)NC(=O)N(Cc2ccccc2)C1=O (stereo not drawn),0.0,3,0.5,-3
COC(=O)c1sc(NC(=O)c2ccccc2F)c(C#N)c1C,-0.1,-4,0.1,0
COc1ccc2oc(=O)c(C(=O)OC(C)C(=O)c3ccc(C)cc3)cc2c1 (stereo not drawn),0.1,11,-0.5,-6
Cc1nc2c(C(=O)NCc3ccccn3)cnn2c(C)c1Cc1cccc(Cl)c1,-0.1,-12,8.1*,1
COc1ccc(NC(=O)C2CCC2)cc1,0.1,-10,-1.1,-23
CC(C)(CO)NC(=O)c1cccnc1Nc1ccc2[nH]ncc2c1,1.1,18,-1.1,3
Cc1ccc(N=Cc2c(C)[nH]n(-c3cccc(Cl)c3)c2=O)cc1C,0.9,13,-1.9,7
COc1cccc(C2=N/C(=C\c3ccccc3F)C(=O)O2)c1,0.3,11,0.5,0
CC(C)(C)NC(=O)CN1CCC(O)(c2ccc3c(c2)OCO3)CC1,-0.3,-13,-1.5,2
Cc1noc2c1C(=O)CC(C)(C)C2,0.2,-9,-0.3,-3
CCc1ccc(NC(=O)CCN2C(=S)NC(C)(C)CC2C)cc1 (stereo not drawn),0.5,9,-0.6,-4
CCc1ccc2nc(C(C#N)C3=NS(=O)(=O)c4ccccc43)[nH]c(=O)c2c1 (stereo not drawn),-0.1,-4,1.5,-14
CCOC(=O)c1sc2nc(SCC(=O)Nc3cccc(C(F)(F)F)c3)n(Cc3ccc(F)cc3)c(=O)c2c1C,-0.1,-3,-1.4,-11
Cc1ccc(C)c(NC(=O)C2CCN(S(=O)(=O)c3ccc4c(c3)OCC(=O)N4)CC2)c1,-0.2,9,-1.5,2
O=C(/C=C/c1ccccc1)NCC(=O)N/N=C/c1cccs1,0.2,-6,0.0,3
O=C(Cc1ccccc1)NN1C(=O)C2C(C1=O)C1C=CC2C12CC2 (stereo not drawn),-0.1,-8,2.0,-4
CCCCN(CCCC)CN1C(=O)c2ccc([N+](=O)[O-])cc2C1=O,0.2,15,2.6,4
Cc1cccc(C(=O)Nc2nn3c(-c4cccs4)nnc3s2)c1,-0.2,-1,3.6,-10
Cc1ccc(C(c2ccc(C)o2)c2ccccc2C(=O)O)o1,-0.2,-2,1.5,-10
CC1CN(C(=O)N2CCC(C(=O)NCc3cccs3)CC2)c2ccccc2O1 (stereo not drawn),-0.1,-2,2.1,4
CCN(CC)c1ccc(C2NC(=O)NC(C)=C2C(=O)OCCOC)cc1 (stereo not drawn),0.1,-6,-0.6,-6
O=C(NCC1CCCO1)c1cc(-c2ccco2)nc2ccccc12 (stereo not drawn),0.1,18,-1.2,1
CCN(CC(=O)NC1CCCCC1)S(=O)(=O)c1ccccc1,1.0,-5,-2.0,0
O=C(c1cc2nc3c(c(C(F)(F)F)n2n1)CCc1ccccc1-3)N1CCCCC1,0.4,0,0.2,7

# Overlap with the part before: 2 entries, then new ones.
Compound,FBW7 activator,MITF primary,GPR151 activ,TEAD-YAP inh
CCN(CC(=O)NC1CCCCC1)S(=O)(=O)c1ccccc1,1.0,-5,-2.0,0
O=C(c1cc2nc3c(c(C(F)(F)F)n2n1)CCc1ccccc1-3)N1CCCCC1,0.4,0,0.2,7
CCOc1ccc(NC(=O)c2ccc(Cl)cc2Cl)c([N+](=O)[O-])c1,0.0,22,0.0,-3
Cc1nn(C)c(C)c1-c1nccc(NCCOc2ccccc2)n1,-0.1,2,0.5,-14
CC1CCN(CCCNC(=O)Cn2ncc3c(=O)oc4ccccc4c32)CC1,-0.1,-1,2.4,2
CCOC(=O)c1c(NC(=O)CSc2nnc3c4ccccc4n(C)c3n2)sc2c1CCCC2,0.0,-1,0.1,0
CCN(CC)c1ccc2cc(C(=O)Nc3ccccc3F)c(=N)oc2c1,0.1,8,-0.6,-4
CCc1nnc(NC(=O)CSc2ncnc3c2cnn3-c2ccccc2)s1,0.0,-17,0.7,-13
CC(C)CCNS(=O)(=O)c1ccc2c(c1)oc(=O)n2C,0.1,5,-1.2,4
CC(=O)OCC[N+](C)(C)C,0.2&0.3,-12&5,0.2&-0.4,-6
Cc1ccc(/C=C2/SC(=S)N(C(CCC(=O)O)C(=O)O)C2=O)o1 (stereo not drawn),-1.7,55*,1.0,-8
CCOc1ccc(-n2c(=S)sc3c(=O)n(-c4ccccc4C)c(SCC(=O)N(CC)CC)nc32)cc1,0.1,-10,0.2,-1
COc1cccc(OCC(=O)NC(C(=O)O)C(C)C)c1 (stereo not drawn),0.2,4,1.7,7
C=CCn1c(=NC(=O)c2ccc([N+](=O)[O-])o2)sc2cc(S(N)(=O)=O)ccc21,-0.1,0,-1.4,12
COc1ccccc1C(=O)Nc1cccc(Cl)c1,0.1,2,-1.4,-27
Cc1cccc(NC(=O)C2C3C=CC4(O3)C2C(=O)N(Cc2ccc(F)cc2)C4C(=O)NC2CCCC(C)C2C)c1 (stereo not drawn),0.1,-10,-0.9,-4
CCCN1C(=O)/C(=C/c2ccc(CC)cc2)NC1=S,0.1,7,0.2,8
c1ccc(CN2CCC(Nc3nc(Nc4ccc(N5CCOCC5)cc4)c4ncn(-c5ccsc5)c4n3)CC2)cc1,0.0,-4,-1.7,49*
O=C(CN1C(=O)c2ccccc2C1=O)Nc1nc(-c2cccnc2)cs1,-0.1,12,-1.1,-2
CC(=O)c1ccc(NC(=O)c2sc3nc(-c4cccc([N+](=O)[O-])c4)cn3c2C)cc1,0.0,11,-0.2,0
COc1ccc2cccc(NC(=O)c3csc(C)n3)c2n1,-0.2,-3,-0.7,-5

# Outcome played no part in choosing rows, and some 3.5% of all compounds hit somewhere here.
